# High-throughput results (PubChem)
# Rtt109 Vps75 – C. albicans Rtt109 histone acetyltransferase inhibition; purified Rtt109/Vps75, ThioGlo CoA-SH fluorescence, 4 h; inhibition, % at 34.9 µM; 330,000 tested, 0.16% active;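 active = inhibition of at least 50% in every replicate; inconclusive = best replicate reaches 50% inhibition but some replicates fall short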
# Target sequence (Q5AAJ8 whole entry, looked up): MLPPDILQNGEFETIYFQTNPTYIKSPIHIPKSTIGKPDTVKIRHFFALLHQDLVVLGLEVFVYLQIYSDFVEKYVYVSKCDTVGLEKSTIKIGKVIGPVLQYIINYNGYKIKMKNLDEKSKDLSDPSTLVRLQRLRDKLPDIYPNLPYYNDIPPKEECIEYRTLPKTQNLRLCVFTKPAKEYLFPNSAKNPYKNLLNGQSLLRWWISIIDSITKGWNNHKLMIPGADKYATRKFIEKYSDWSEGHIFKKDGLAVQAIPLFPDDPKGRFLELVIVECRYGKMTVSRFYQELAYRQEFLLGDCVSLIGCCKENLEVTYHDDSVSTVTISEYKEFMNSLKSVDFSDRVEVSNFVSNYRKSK
# Wnt bcat act – Wnt/beta-catenin pathway activation | 300,000 tested, 1.2% active | AID 743398 | activation, % at 9.35 µM | Wnt/beta-catenin reporter cell assay, activator, plate reader; in the data active = activation above about 30%, passing the limit was not always enough; inconclusive = no clear call, values can overlap the other calls;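 note: 0% = neutral control wells and 100% = positive control wells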
# PfHsp90 set2 – inhibits growth of yeast expressing Plasmodium falciparum Hsp90 | AID 504621 | S. cerevisiae expressing PfHsp90, BacTiter-Glo ATP, 48 h; yeast lacking PDR1 and PDR3 efflux regulators | inhibition, % at 9.4 µM | 310,000 tested, 0.32% active;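 active = every replicate shows inhibition above about 80%, whatever the replicate mean, limit read from the data; inconclusive = mean inhibition reaches the set limit but some replicate falls short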;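 note: 0% = DMSO neutral controls and 100% = 20 µM radicicol positive controls; yeast relying on Plasmodium falciparum Hsp90 in place of its own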
# Tat transport – blocks Tat-dependent protein export in E. coli; E. coli MC4100 TorA-mCherry Tat export, fluorescence; inhibition, % at 10 µM; 340,000 tested, 0.036% active; AID 488895;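 active = mean replicate inhibition at least 50% and at least half of replicates individually reaching 50%; inconclusive = only one of the two criteria met; inactive = neither criterion met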;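 note: exported cargo escapes ClpAP degradation while cytoplasmic cargo is degraded and loses fluorescence; 0% = median of neutral control wells and 100% = median of NaSCN control wells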
# phage Ecoli inh – E. coli growth loss with phage present. AID 651602. 360,000 tested, 0.26% active. growth absorbance. inhibition, % at 11.9 µM; in the data active = inhibition above about 11%
# CAL PDZ inh – human CAL PDZ-peptide interaction inhibition. purified CAL PDZ, TMR-peptide fluorescence polarization, 1 h. inhibition, % at 20 µM. 330,000 tested, 0.02% active. AID 504414;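 active = highest replicate inhibition of at least 40%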;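 note: plate controls were DMSO neutral control wells for no effect and unlabeled competitor peptide control wells for full effect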
#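 Material: tagged CAL PDZ domain; buffer or medium: 25 mM sodium phosphate pH 7.4, 150 mM NaCl, TCEP, IgG, Thesit; compound dosing: single point, 20 µM; schedule: 1 h incubation at room temperature before polarization reading; measured by: FP readout, S and P plane fluorescence; read-out basis: percent inhibition from loss of millipolarization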
# PvdQ acylase – blocks Pseudomonas aeruginosa PvdQ acylase activity; AID 488965; purified PvdQ acylase, fluorescence plate reader; 340,000 tested, 0.063% active; inhibition, % at 10 µM; in the data active = inhibition above about 30%, passing the limit was not always enough; inconclusive = no clear call, values can overlap the other calls;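 note: 0% = vehicle neutral wells and 100% = reference inhibitor wells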
# AddAB inh – less growth of phage-infected E. coli with AddAB. E. coli expressing H. pylori AddAB, absorbance growth. inhibition, % at 11.9 µM. 330,000 tested, 0.29% active. AID 435030; in the data active = inhibition above about 12%;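 note: 0% = vehicle wells of infected cells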
# DAGLB inhibitor – blocks human DAGLB lipase activity. Q8NCG7. HEK293T DAGLB membrane lysate, EnzChek fluorogenic substrate. inhibition, % at 5.17 µM. 340,000 tested, 0.059% active; in the data active = inhibition above about 34%;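 note: 0% = enzyme with vehicle and 100% = wells lacking enzyme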
# Target sequence (Q8NCG7 whole entry, looked up): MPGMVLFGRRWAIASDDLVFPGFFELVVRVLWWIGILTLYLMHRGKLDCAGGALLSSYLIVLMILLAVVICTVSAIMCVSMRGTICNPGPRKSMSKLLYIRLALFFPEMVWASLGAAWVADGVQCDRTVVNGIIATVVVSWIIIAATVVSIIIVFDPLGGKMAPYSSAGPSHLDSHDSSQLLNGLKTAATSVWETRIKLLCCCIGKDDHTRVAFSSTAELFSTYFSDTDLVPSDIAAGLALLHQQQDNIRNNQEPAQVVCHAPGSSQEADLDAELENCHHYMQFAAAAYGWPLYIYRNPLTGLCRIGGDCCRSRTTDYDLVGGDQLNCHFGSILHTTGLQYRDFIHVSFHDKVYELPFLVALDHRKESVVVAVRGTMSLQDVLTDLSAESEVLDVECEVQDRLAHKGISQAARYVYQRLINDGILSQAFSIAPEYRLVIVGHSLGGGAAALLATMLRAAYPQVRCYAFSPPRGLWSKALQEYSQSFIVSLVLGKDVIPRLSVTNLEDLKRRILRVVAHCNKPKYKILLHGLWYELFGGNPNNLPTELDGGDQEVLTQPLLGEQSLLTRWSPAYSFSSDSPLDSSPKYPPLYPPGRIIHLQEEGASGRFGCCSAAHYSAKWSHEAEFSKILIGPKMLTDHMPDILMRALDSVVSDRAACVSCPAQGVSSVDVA
# E coli growth – bacterial growth inhibition, counter-screen for AddAB inhibitors. E. coli V3065 growth, OD600 absorbance, 18 h. inhibition, % at 11.9 µM. 330,000 tested, 0.27% active;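 active = inhibition above the campaign's mean inhibition across all tested compounds plus 3 SD, cut at about 9.9% in these data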;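 note: uninfected addAB+ strain grown without phage in ampicillin broth; 0% = DMSO wells and 100% = ciprofloxacin 0.95 µg/ml wells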
# * = called active by the depositor; ? = inconclusive; · = not tested or not shown; & = joins results of further samples.
SMILES,Rtt109 Vps75,Wnt bcat act,PfHsp90 set2,Tat transport,phage Ecoli inh,CAL PDZ inh,PvdQ acylase,AddAB inh,DAGLB inhibitor,E coli growth
c1cc(-c2nsc(-c3ccncc3)n2)ccn1,·,0,-16,3,2.9,1.5,13,-1.0,-3,2.2
Cc1ccc(NC(=O)C2CCC(=O)N2C(=O)OCc2ccccc2)cc1 (stereo not drawn),-5,-2,-5,-5,-0.3,-1.1,-4,1.0,1,-2.0
CC(=O)Nc1ccc(S(=O)(=O)N(C)CC(=O)OCC(=O)N2CCc3ccccc32)cc1,6,-7,-14,6,0.5,-1.4,-15,-0.1,0,0.8
Cc1noc(C)c1C(=O)OCC(=O)Nc1cccc(S(N)(=O)=O)c1,·,-7,-8,4,4.2,-2.4,2,0.8,-3,1.6
COc1cccc(-c2cc(C(=O)Nc3cnn(Cc4ccc(F)cc4)c3)no2)c1,-12,·,·,-2,3.2,-0.4,5,0.9,-2,1.7
COc1ccc(S(=O)(=O)N2CCCC2C(=O)Nc2nc3c(s2)CCCC3)cc1 (stereo not drawn),24,-1,-7,-2,1.9,-0.4,-10,2.7,1,1.2
COc1ccccc1-n1cnc2cc(NC(=O)c3ccco3)ccc21,9,3,-3,-3,2.5,-2.9,0,3.8,0,3.9
COc1ccc(Br)cc1CNC(=O)Cc1c(C(=O)O)[nH]c2ccc(Cl)cc12,13,0,6,0,3.1,-0.4,9,-1.1,·,0.2
CCOc1ccccc1CNC(=O)C1Cc2cc(S(=O)(=O)N3CCCCC3)ccc2N1C(C)=O (stereo not drawn),1,0,4,-5,-0.1,-0.8,-2,2.3,1,-1.7
CN(Cc1ccccc1)C(=O)CSc1nc2ccccc2[nH]1,0,13,-5,-1,2.4,-2.0,-11,3.0,-1,-0.6
CCC/C(=N\NC(=O)c1ccc(CSc2nncn2C)cc1)c1ccccc1,-7,·,-21,0,1.6,-1.7,-13,4.2,0,-2.4
C[C@@]12CCC=C[C@H]1[C@H](c1ccc3ccccc3c1)N(Cc1ccccc1)C2=O,5,-6,26,-12,4.2,0.6,3,3.2,-10,-0.8

# Continued (six carried over from the part before).
SMILES,Rtt109 Vps75,Wnt bcat act,PfHsp90 set2,Tat transport,phage Ecoli inh,CAL PDZ inh,PvdQ acylase,AddAB inh,DAGLB inhibitor,E coli growth
COc1ccccc1-n1cnc2cc(NC(=O)c3ccco3)ccc21,9,3,-3,-3,2.5,-2.9,0,3.8,0,3.9
COc1ccc(Br)cc1CNC(=O)Cc1c(C(=O)O)[nH]c2ccc(Cl)cc12,13,0,6,0,3.1,-0.4,9,-1.1,·,0.2
CCOc1ccccc1CNC(=O)C1Cc2cc(S(=O)(=O)N3CCCCC3)ccc2N1C(C)=O (stereo not drawn),1,0,4,-5,-0.1,-0.8,-2,2.3,1,-1.7
CN(Cc1ccccc1)C(=O)CSc1nc2ccccc2[nH]1,0,13,-5,-1,2.4,-2.0,-11,3.0,-1,-0.6
CCC/C(=N\NC(=O)c1ccc(CSc2nncn2C)cc1)c1ccccc1,-7,·,-21,0,1.6,-1.7,-13,4.2,0,-2.4
C[C@@]12CCC=C[C@H]1[C@H](c1ccc3ccccc3c1)N(Cc1ccccc1)C2=O,5,-6,26,-12,4.2,0.6,3,3.2,-10,-0.8
O=C(Cn1ncc2c1-c1ccccc1OC2)N1CCN(Cc2ccccc2)CC1,-6,-1,-3,9,-0.5,0.6,-13,2.7,1,1.8
COc1ccc(CNCCC(c2ccc(F)cc2)c2ccc(OC(C)C)cc2)cc1OC (stereo not drawn),?,-6,-26,-6,6.2,-1.6,-12,1.9,-1,-1.9
Cc1nc(CCNC(=O)CC2C(=O)NCCN2Cc2ccoc2)nc2c1CCCC2 (stereo not drawn),19,7,-23,-5,4.0,0.5,0,-1.7,-3,-0.4
OCC(CO)c1cnnc2ccccc12,-1,-3,9,-2,3.7,0.2,-8,·,1,·
CCCCN(C(=O)CSc1nc(CCC)cc(=O)[nH]1)c1c(N)n(Cc2ccccc2)c(=O)[nH]c1=O,-1,-3,-14,-2,-0.8,-1.7,22,-0.2,0,-1.6
COc1ccccc1N1CCN(CCN(C(=O)C2CCCCC2)c2ccccn2)CC1,-21&5,-2&0,11&8,13&8,1.5&4.4,0.2&0.8,-8&6,-0.6,0&2,0.0
C=CCNC(=O)c1ccc(C(=O)c2ccccc2)cc1,10,·,5,-1,1.1,-1.1,-15,-2.1,-10,-3.2
CCO/N=C/C(=O)Nc1ccc(F)cc1F,·,5,16,8,4.2,-3.0,2,-2.5,-3,-1.9
Cc1ccc(C)c(N2CCN(C(=O)CCc3nc4ccccc4[nH]3)CC2)c1,2,6,-64,-4,2.2,0.2,3,0.5,1,-0.3
COc1ccc(C(CNC(=O)c2cccc(NS(=O)(=O)c3ccc(C)c(F)c3)c2)N(C)C)cc1 (stereo not drawn),14,3,2,-9,-1.1,-3.5,2,0.0,-2,0.5
CCCCNC(=O)c1onc(CSc2cccc(Cl)c2)c1C(=O)O,1,2,1,-2,3.1,-0.9,-10,1.1,9,-0.3
O=C(Nc1ccc2c(c1)OCCO2)c1ccc(NC(=O)C2CCCO2)cc1 (stereo not drawn),-1,8,21,-3,2.0,-3.6,-6,1.2,0,-2.1
O=C(CCNc1n[nH]c(=O)[nH]c1=O)N/N=C\c1ccc(Br)cc1,8,8,-22,2,-0.1,0.4,8,-0.6,1,-2.5
COC(=O)c1cc(=O)nc2scc(C)n12,-2,-9,-6,7,3.1,0.1,-1,0.5,-1,-0.3
C/C(=N\NC(=O)c1cccc(N2CCCC2=O)c1)c1ccc(N)cc1,10,-1,-75,-5,2.2,-14,-5,-0.1,-2,2.4
Cc1nnc(SCC(=O)Nc2cccc(S(=O)(=O)N3CCCCC3)c2)s1,6,-2,3,-6,2.3,-0.3,-1,1.3,-1,-1.2
Cc1nn(-c2ccc(C(=O)OC(C)C)cc2)c(C)c1[N+](=O)[O-],9,13,5,0,0.6,0.2,16,-2.8,-3,-1.4
Nc1nc(CN2CCCCCC2)nc(Nc2ccccc2)n1,13,-1,18,1,0.4,-0.2,-13,1.6,1,-0.4
CCCCCn1c(Sc2ccccc2)nc2c1c(=O)[nH]c(=O)n2C,3,-1,7,0,2.5,-2.4,-11,1.8,4,-0.3
CN(CC(=O)Nc1ccc(F)c(F)c1F)C(=O)CN1C(=O)NC2(CCCC2)C1=O,-2,-3,0,4,1.3,0.9,-8,0.2,1,2.0
O=C(Nc1cc(S(=O)(=O)N2CCOCC2)ccc1N1CCCCC1)c1ccc(Cl)cc1,10,-10,-16,15,1.3,-2.0,-14,2.9,-3,0.7
CCOc1ccc2nc(N3CCCCCC3)sc2c1,-13,21,-29,0,·,-1.0,1,1.0,-4,-1.4
CN(Cc1cn(C)nc1-c1ccccc1F)CC1CCN(Cc2ccccc2)CC1,1,0,10,4,2.7,-2.5,-5,-3.0,-5,-2.8
O=C1c2ccccc2C(=O)N1CC(=O)N1c2ccccc2CCc2ccccc21,-3,-8,-32,1,-0.2,-1.8,-12,1.9,-2,-0.1

# Record cards, from the list above. Order of values: Rtt109 Vps75 | Wnt bcat act | PfHsp90 set2 | Tat transport | phage Ecoli inh | CAL PDZ inh | PvdQ acylase | AddAB inh | DAGLB inhibitor | E coli growth
# Profile of OCC(CO)c1cnnc2ccccc12 → -1 | -3 | 9 | -2 | 3.7 | 0.2 | -8 | · | 1 | ·
# Profile of COc1ccc(S(=O)(=O)N2CCCC2C(=O)Nc2nc3c(s2)CCCC3)cc1 (stereo not drawn) → 24 | -1 | -7 | -2 | 1.9 | -0.4 | -10 | 2.7 | 1 | 1.2

# The listing continues:
SMILES,Rtt109 Vps75,Wnt bcat act,PfHsp90 set2,Tat transport,phage Ecoli inh,CAL PDZ inh,PvdQ acylase,AddAB inh,DAGLB inhibitor,E coli growth
COc1ccc(/C=N/NC(=O)CCC(=O)Nc2ccc(F)cc2)c(OC)c1,2,3,4,-13,1.8,0.5,17,2.5,-2,1.8
CC(C)(C)C(=O)NNC(=O)c1cc(C(C)(C)C)nn1Cc1ccccc1,-2,-1,-6,2,0.2,-0.9,-16,-1.3,-1,-1.4
COCCN(C(=O)c1cc2c(s1)CCCCC2)c1c(N)n(CC(C)C)c(=O)[nH]c1=O,-3,14,-10,-1,1.6,0.7,-24,2.1,3,-0.7
Cc1ccc(-c2nnn(CC(=O)N(c3ccc(F)cc3)C(C(=O)NC3CCCC3)c3ccco3)n2)o1 (stereo not drawn),3,-2,-33,9,·,·,-11,3.3,1,1.5
COc1cc(C(=O)OCCc2c(C)nc3nc[nH]n3c2=O)cc(OC)c1OC,4,3,-4,-2,3.4,-1.8,-7,-2.1,4,-1.8
CCOC(=O)c1ccc(Nc2nc(N3CCOCC3)nc(N3CCOCC3)n2)cc1,-3,1,16,3,2.9,-0.7,-13,4.6,-1,1.1
C=CCNCCOc1ccc(C)cc1[N+](=O)[O-],·,-5,2,-10,5.3,0.5,11,0.7,-2,-1.8
O=C(COC(=O)CCSc1ccccc1Cl)Nc1ccc(F)cc1F,2,-3,-8,2,3.3,0.3,-1,2.6,-5,2.0
C=CCc1c(C)c(C#N)c2nc3ccccc3n2c1NCCN(C)C,-47,·,109*,2,2.8,-1.0,-14,-0.8,0,1.7
CCCN(C(=O)CSc1nc2cc(S(=O)(=O)N(CC)CC)ccc2o1)C1CCS(=O)(=O)C1 (stereo not drawn),2,-2,6,2,1.6,-1.3,-11,-0.2,-1,3.0
COc1ccc(Cn2nnnc2C(c2ccc(F)cc2)N2CCN(C3CCCC3)CC2)cc1 (stereo not drawn),-16,·,11,-1,2.5,0.9,1,3.0,-1,-2.2
O=C(NCCc1ccc(F)cc1)c1cc(=O)c2ccccc2o1,-2,0,27,-3,1.2,-2.1,13,1.1,2,-0.2
COc1cc(NC(=O)c2ccc(C)cc2)ccc1NC(=O)c1cc2ccccc2o1,-5,-2,12,5,1.0,0.3,-11,-0.3,5,-2.6
Cc1cc2c(=O)n(C)c(SCC(=O)c3cc4ccccc4o3)nc2s1,-3,·,-35,-4,-0.5,0.7,-2,1.8,1,-0.9
O=C(NCc1ccc2c(c1)OCO2)c1ccc(CS(=O)(=O)c2ccc(Br)cc2)o1,-1,1,-12,-4,3.6,-2.3,-14,4.4,1,2.7
Cc1ccc(N2CC(C(=O)Nc3ccc(S(=O)(=O)N4CCOCC4)cc3)CC2=O)cc1Cl (stereo not drawn),-12,-1,-10,6,-13,-2.0,-10,-0.4,0,-1.6
O=C(Nc1nnc(Cc2ccccc2)s1)C1CCC1,4,-1,-22,6,4.2,-0.3,6,0.8,-4,0.6
COc1ccc(N2CCN(C(=O)CNC(=O)c3cccc(Br)c3)CC2)cc1,5,-2,-27,3,0.5,-0.9,-9,-1.3,0,-2.9
COc1ccc(CN2CCN(C(=O)CCC(=O)Nc3nnc(C(C)C)s3)CC2)cc1F,18,0,14,2,2.0,0.3,3,1.6,0,-1.9
O=C(Nc1nccs1)c1ccc(-c2ccc(Cl)cc2)o1,-1,52*,-12,5,0.9,-1.3,9,-4.9,-3,0.2
CC(=O)Nc1cc(C(=O)N2CCN(C)CC2)ccc1S(=O)(=O)c1ccc(C)cc1,8,·,·,6,-0.9,·,5,-2.7,-1,-4.4
